Screens from PubChem.
M4 ag: CHRM4 agonism in calcium assay; P08173; CHO-K1 hM4/Gqi5, Fluo-8 calcium fluorescence; vehicle 0%, full acetylcholine response 100%; activation, % at 3 µM; 0.14% of 360,000 active;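 active = activation above the run mean over all test wells plus 3 SD, cut at about 32% in these data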;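 also: peak over basal fluorescence ratio per well then scaled between controls; 0% = DMSO wells and 100% = acetylcholine at EC100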
Target sequence (P08173 whole entry, looked up): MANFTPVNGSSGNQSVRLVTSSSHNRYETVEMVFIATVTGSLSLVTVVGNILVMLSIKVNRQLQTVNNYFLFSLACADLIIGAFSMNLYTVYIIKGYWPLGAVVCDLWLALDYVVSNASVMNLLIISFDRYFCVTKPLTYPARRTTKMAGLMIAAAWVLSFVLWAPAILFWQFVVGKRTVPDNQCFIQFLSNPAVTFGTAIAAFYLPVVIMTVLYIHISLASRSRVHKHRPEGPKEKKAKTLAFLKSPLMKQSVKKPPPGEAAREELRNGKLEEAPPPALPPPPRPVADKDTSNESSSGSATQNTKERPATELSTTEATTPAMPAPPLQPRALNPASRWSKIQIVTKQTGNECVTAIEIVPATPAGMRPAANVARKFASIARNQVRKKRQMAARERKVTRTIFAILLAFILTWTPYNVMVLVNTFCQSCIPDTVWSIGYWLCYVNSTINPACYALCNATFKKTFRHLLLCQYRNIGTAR
CHRM1 PAM: positive allosteric modulators of human M1 muscarinic receptor. CHO-K1 hM1, Fluo-8 calcium fluorescence, ACh EC20; 0% = ACh EC20, 100% = maximal ACh. P11229. activation, % at 3 µM. 0.088% of 360,000 active. AID 588819; in the data active = activation above about 19%, passing the limit was not always enough
Target sequence (P11229 whole entry, looked up): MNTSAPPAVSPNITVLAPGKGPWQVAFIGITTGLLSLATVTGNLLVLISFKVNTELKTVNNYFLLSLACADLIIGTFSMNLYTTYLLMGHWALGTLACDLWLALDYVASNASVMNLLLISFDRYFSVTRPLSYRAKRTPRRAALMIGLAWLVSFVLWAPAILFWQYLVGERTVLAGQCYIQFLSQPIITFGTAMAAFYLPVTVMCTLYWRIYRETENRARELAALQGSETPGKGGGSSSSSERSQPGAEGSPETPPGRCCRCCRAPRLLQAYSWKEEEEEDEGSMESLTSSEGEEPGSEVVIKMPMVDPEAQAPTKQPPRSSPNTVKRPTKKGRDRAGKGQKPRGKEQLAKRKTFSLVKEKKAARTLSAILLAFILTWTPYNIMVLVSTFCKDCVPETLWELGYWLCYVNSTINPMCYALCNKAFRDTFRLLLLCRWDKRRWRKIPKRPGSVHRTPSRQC
CRFR2-BP ag: CRF-BP/CRF-R2 complex agonism. HEK293 CRF-R2/CRF-BP, calcium dye fluorescence (FLIPR); percent of saturating CRF peptide response. 0.46% of 350,000 active. activation, % at 13.2 µM;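 active = activation of at least 50%, plus an integration ratio under a set limit after plate pattern correction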;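 also: plate controls were neutral control wells without compound for no effect and CRF at EC100 for full effect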
M4 PAM: positive allosteric modulators of human muscarinic M4 receptor. P08173. AID 624126. CHO-K1 hM4/Gqi5, Fluo-8 calcium fluorescence, ACh EC20; 0% = ACh EC20, 100% = maximal ACh. 0.4% of 360,000 active. activation, % at 3 µM;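 active = activation above its plate's cutoff, the mean activation of sample wells plus 3 SD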; also: some results filed as inactive read as strong as hits
M5 PAM: positive allosteric modulators of human muscarinic M5 receptor; activation, % at 3 µM; CHO-K1 hM5, Fluo-8 calcium, ACh EC20 PAM; 0% = ACh EC20, 100% = ACh EC100; 0.3% of 360,000 active; P08912;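 active = activation above the run cutoff, the mean activation of all test compounds plus 3 SD, cut at about 18% in these data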
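Measured by: Fluo-8 calcium fluorescence; material: human M5 receptor in CHO-K1 cells; schedule: Post-acetylcholine fluorescence recording 140 s; benchmarks: low control EC20 acetylcholine (0%), high control EC100 acetylcholine (100%); read-out: Max/basal fluorescence ratio as % of EC20–EC100 ACh window; compound: single dose, 3 µM nominal final test concentration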
M4 antag: antagonists of human muscarinic M4 receptor (CHRM4); CHO-hM4 cells, ACh EC80, Fluo-8 calcium fluorescence; inhibition, % at 3 µM; 0.73% of 360,000 active; AID 624125;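 active = inhibition above its plate's cutoff, the mean inhibition of sample wells plus 3 SD, cut at about 27% in these data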;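 also: 0% = acetylcholine EC80 with DMSO and 100% = DMSO without agonist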
CHRM5 agonist: agonists of human muscarinic M5 receptor (CHRM5) | P08912 | CHO-K1 hM5 cells, Fluo-8 calcium fluorescence; 0% DMSO wells, 100% maximal acetylcholine response | activation, % at 3 µM | 0.19% of 360,000 active | AID 624037;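 active = activation above the run's mean over test compounds plus 3 SD, cut at about 23% in these data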;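 also: signal is peak over basal fluorescence ratio across the kinetic read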
M5 antag: blocks acetylcholine activation of human M5 receptor | P08912 | CHO-hM5 cells, Fluo-8 calcium fluorescence, ACh EC80 | inhibition, % at 3 µM | 0.59% of 360,000 active | AID 624040;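 active = inhibition above a per-plate cutoff, the mean of that plate's test compounds plus 3 SD, cut at about 27% in these data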;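 also: 0% = acetylcholine EC80 with DMSO and 100% = DMSO without agonist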
CRFBP-R2 block: blocks CRF-induced signaling of the CRF-BP/CRF-R2 complex; 0.59% of 350,000 active; HEK293 CRF-R2/CRF-BP, CRF-induced calcium fluorescence; inhibition, % at 11.8 µM;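 active = inhibition of the ligand-induced calcium signal above about 50% at the single tested concentration, limit read from the data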
* hit, by the source's call; · = not tested or not shown; & = joins results of further samples.

Values in the order – M4 ag	CHRM1 PAM	CRFR2-BP ag	M4 PAM	M5 PAM	M4 antag	CHRM5 agonist	M5 antag	CRFBP-R2 block
> CCC(C(=O)NC1CCCC1)N(Cc1cccs1)C(=O)Cn1nnc(-c2ccc(OC)c(OC)c2)n1 (stereo unspecified)
 : 11	-5	0.6	-1	-7	10	2	9	9
> Cc1nnc(NC2=NCCC2)s1
 : 1	6	0.4	2	0	-3	-3	-2	-1
> Fc1cccc(Cn2ccc(-c3ccc4c(c3)OCO4)n2)c1
 : -1	7	0.2	11	-5	6	-2	4	12
> Cc1ccc(NC(=S)N2CCCC(c3nc4ccccc4[nH]3)C2)cc1 (stereo unspecified)
 : 1	2	-1.5	1	14	-1	-7	-5	4
> O=C(Cn1cc(C(=O)C(F)(F)F)c2ccccc21)NCc1ccco1
 : 1	1	0.7	3	3	-9	-2	9	-3
> COc1ccc(C(=O)NCCc2ccccc2)cc1OC
 : 1	5	-0.1	-1	4	6	2	-3	19
> CCN(C[C@H]1N[C@@](C)(C(=O)OC)[C@H]2C(=O)N(Cc3ccccc3)C(=O)[C@@H]12)S(=O)(=O)c1ccc(C(C)(C)C)cc1
 : 3	6	3.7	1	-2	0	-1	-2	-5
> CCCNC(=O)C1(C)CCN(C(=O)c2ccc3c(c2)CCO3)C1 (stereo unspecified)
 : 1	31*	·	7	7	6	3	-1	·
> CCCCNC(=O)COC(=O)c1cc(C)nc2ccccc12
 : 2	0	-0.7	-2	-1	7	0	-6	23
> Cc1nc(N2CCN(C(=O)CCC(=O)O)CC2)c2c(C)c(C)sc2n1
 : 0	6	0.5	8	3	2	-3	-3	7
> COC1=CC(=Cc2c(N)n3nc(CC(=O)N4CCCCC4)sc3nc2=O)C=C(OC)C1=O
 : 4	5	173*	-1	-3	3	4	1	-135
> CN(C)S(=O)(=O)N1CCCC(C(=O)c2ccc(C(F)(F)F)cc2)C1 (stereo unspecified)
 : 5	10	-1.1	-8	0	-8	3	3	-14
> O=C(Nc1cccc(Cl)c1)c1cc(N=Nc2ccc([N+](=O)[O-])cc2Cl)ccc1O
 : 6	-4	31	5	-7	-7	4	12	69*
> COCCn1c(=O)[nH]c2cc(C(=O)Nc3cc(OC)c(OC)c(OC)c3)ccc2c1=O
 : 2	0	1.7	2	-7	-1	0	4	6
> CCn1c(SCC(=O)Nc2cc(C)on2)nc2c(c1=O)SC(C)C2 (stereo unspecified)
 : 1	3	0.0	10	0	-6	2	1	-8
> C/C(=N/NC(=O)CNS(=O)(=O)c1ccc(C)cc1)c1cccc([N+](=O)[O-])c1
 : 0	4	-0.6	-2	2	-2	-3	-2	4
> O=C(Nc1ccccc1)/C(=C/c1ccc([N+](=O)[O-])cc1)NC(=O)c1ccco1
 : 2	8	0.0	7	8	-13	0	-2	14
> Cc1ccc(NC(=O)CCC(=O)n2nc(C)cc2C)c(C)c1
 : 0	7	-0.3	-1	3	-1	3	-9	4
> COc1cccc(N(CC(=O)NCCSc2ccccc2)S(C)(=O)=O)c1
 : 3	10	0.9	5	1	-2	4	-1	4
> CC(Nc1nc(N2CCCCC2)nc2ccccc12)c1ccccc1 (stereo unspecified)
 : 4	-9	0.2	-17	-7	17	-2	10	11
> COc1cc(C2NC(=O)NC(C)=C2C(=O)OCc2ccc(C)cc2)cc(OC)c1O (stereo unspecified)
 : 3	5	8.8	0	3	4	-1	-3	-20
> Cc1ccc(NC(=O)CCOc2ccccc2)cc1S(=O)(=O)Nc1ccccc1Cl
 : 9	-8	-0.5	-4	-5	-1	0	7	-1
> CCN1CCN(Cc2ccc(NC(=O)c3ccc(C)c(NC(=O)N4CCNC4=O)c3)cc2C(F)(F)F)CC1
 : 1&3&2	6&6&-2	0.8&3.7&-0.1	1&-6&12	0&3&1	2&4&-6	0&3&1	3&-1&-9	-8&-1&-1
> Cc1ccccc1NC(=O)C(=O)NCCc1ccccc1
 : 16	-6	-0.5	-13	-3	13	4	-2	12
> Cc1ccc(/C=C/c2nnc(-c3cccc(C)c3)o2)cc1
 : -1	0	-0.8	5	-3	9	-3	7	-9
> COc1ccc(NC(=O)CSc2nnc(-c3ccccc3)n2N)cc1
 : 0	1	-4.2	-2	12	7	-2	15	7
> O=c1c2cc(Cl)ccc2nc(-c2ccc([N+](=O)[O-])cc2)n1O
 : 1	7	44	-2	-4	-5	-1	9	7
> Cc1cccc(NC(=O)c2sc(Cl)nc2-c2ccccc2)c1
 : -3	0	1.6	4	-4	2	-3	0	-5
> Cc1onc(-c2ccccc2Cl)c1C(=O)N1CCN(c2ccccc2)CC1
 : 2	6	4.1	-8	0	0	1	0	-21
> Cc1cc(C)c2nc(NC(=O)C3CSC4(C)CCC(=O)N34)sc2c1 (stereo unspecified)
 : -1	2	-2.6	-2	-6	0	-7	4	-20
> COc1c(Cl)cccc1-c1cn2ccccc2n1
 : 1	3	0.4	-11	-3	2	-2	1	-3
> Cc1csc(NC(=O)COc2ccc3c(C)cc(=O)oc3c2)n1
 : 1	-4	-1.8	1	-3	8	-1	-12	17
> CN(C)c1ccc(NC(=O)c2ccc3nsnc3c2)cc1
 : 1	-3	-2.3	-1	-2	11	0	6	-3
> O=C(O)c1ccc(Cl)c(S(=O)(=O)N2CCCCCC2)c1
 : 1	5	0.8	-2	1	3	2	-5	11
> CCOc1ccc(-c2csc3ncn(-c4ccc(OC)cc4)c(=O)c23)cc1
 : 0	4	0.3	-2	4	-9	1	9	2
> CCc1ccc(C2CC(c3ccccc3)Nc3nc(N)nn32)cc1 (stereo unspecified)
 : 1	5	20	7	-3	-7	2	1	-25
> Cc1cc(NCC(=O)Nc2ccc(C)c(S(=O)(=O)N3CCOCC3)c2)ccc1Br
 : 24	-12	-2.1	-9	-11	9	5	10	-11
> CC1=C(C(=O)N2CCCC(N3CCN(c4ccccc4F)CC3)C2)OCCO1 (stereo unspecified)
 : 0	-3	0.1	2	-4	7	-6	2	-19
> Cc1ccc(SCc2cc(=O)[nH]c(/N=C(\N)Nc3ccccc3Sc3ccccc3)n2)cc1
 : 1	-2	-1.2	1	6	-1	0	-4	-16
> O=C(O)c1nn(CC(=O)N2CCN(c3ncc(C(F)(F)F)cc3Cl)CC2)c(=O)c2ccccc12
 : 2	7	0.7	-6	5	5	-2	3	-4
> OCCCn1c(C2CCCN2c2nc(-c3ccc(F)cc3)cs2)nc2cc(C(F)(F)F)ccc21 (stereo unspecified)
 : 0	1	-1.3	6	5	-10	-1	6	-3
> O=C(NCc1ccccc1)C(c1ccccc1)N(C(=O)c1csnn1)c1ccccc1 (stereo unspecified)
 : 10	-6	2.7	-4	-3	-2	-1	17	-23
> COc1ccc(NC(=O)C(CC(C)C)NC(=O)c2ccccc2C)cn1 (stereo unspecified)
 : 2	3	1.1	11	8	-9	-8	-10	-4
> O=C(CN(Cc1ccccc1)C(=O)CNS(=O)(=O)c1ccccc1)NCc1ccco1
 : 0	2	-1.2	-8	0	6	-2	13	-24
> COc1cccc(CN2C(=O)C(C)N(C(=O)c3ccccc3)c3ccccc32)c1 (stereo unspecified)
 : 11	-5	12	-4	-12	5	3	12	116*
> O=C(Cc1cccs1)N(Cc1cccs1)C1(C(=O)NC2CCCCC2)CCCCC1
 : 1	3	0.4	-2	0	4	1	-3	-16
> Cc1c(C(=O)OCc2ccccc2)nnn1-c1nonc1N
 : 1	7	20	-5	2	6	-2	5	-64
> CCCCn1c(N)c(N(CCOC)C(=O)c2nn(CC)c(=O)c3ccccc23)c(=O)[nH]c1=O
 : 1	15	0.5	3	2	2	-2	8	3
> Cc1ccc(CN2CCN(/N=C/c3ccccc3)CC2)cc1
 : 1	2	-0.9	6	-5	-1	-8	6	-22
> Cc1cccc(C)c1NC(=O)COC(=O)c1c2c(nc3ccccc13)/C(=C\c1ccc3c(c1)OCO3)CCC2
 : 88*	-16	95*	-22	-21	37*	49*	23	-56

(more compounds)
Values in the order – M4 ag	CHRM1 PAM	CRFR2-BP ag	M4 PAM	M5 PAM	M4 antag	CHRM5 agonist	M5 antag	CRFBP-R2 block
> Cn1c2ccccc2c2cnn(CC(=O)Nc3ccccc3Br)c(=O)c21
 : 0	16	-2.3	3	-5	-4	2	10	11
> COc1ccc(CN=Cc2[nH]c3ccc(Br)c(Cl)c3c2O)cc1
 : 2	6	16	-9	1	16	1	-4	-39
> COc1cc(/C=C/C(=O)Nc2ccc3nc4n(c(=O)c3c2)CCCC4)cc(OC)c1OC
 : 2	6	0.6	2	0	-1	-1	-1	5
> Cc1ccc(-n2nnc3c(=O)n(CC(=O)NCc4ccco4)cnc32)cc1
 : 0	2	-2.0	4	2	-16	-2	-1	-9
> CCOC(=O)CN1C(=O)N[C@@H](c2ccco2)C(C(=O)OC)=C1C
 : -1	-5	-3.8	0	-8	5	3	14	-2
> CC(=O)N1N=C(c2cccc([N+](=O)[O-])c2)OC1c1ccc(Br)cc1 (stereo unspecified)
 : 12	2	-1.5	-22	-15	1	-2	23	11
> Cc1ccc(N(CC(=O)NC2CCCC2)C(=O)CNC(=O)c2cccs2)cc1C
 : 3	9	4.6	4	1	-13	-1	6	7
> CCOC(=O)C1CCCN(C(=S)Nc2cccc(Cl)c2)C1 (stereo unspecified)
 : 6	-9	-1.2	-4	-12	7	33*	-2	12
> CCOC(=O)N1CCN(c2c(NCCc3ccc(OCC)c(OCC)c3)c(=O)c2=O)CC1
 : -1	-3	1.9	0	5	8	0	0	-38
> CCOC(=O)c1csc(NC(=O)c2ccc(S(=O)(=O)N(CC)CC)cc2)n1
 : 3	7	5.6	-12	-4	7	2	-2	0
> Cc1cc(C)cc(-n2ncc3c2CCCC3NC(=O)CN2CCCC2=O)c1 (stereo unspecified)
 : 1	12	-0.8	-4	-4	-17	-5	5	2
> COc1cccc(/C=C/C(=O)NNC(=O)c2ccco2)c1OC
 : 2	11	0.3	11	-1	5	3	13	-4
> CC1CCN(CCCNC(=O)CN2CCN(Cc3ccc(Cl)cc3)C2=O)CC1
 : 0	6	0.7	2	2	-4	-1	2	6
> O=C(CCSc1nnc2scc(-c3ccccc3)n12)Nc1nc(-c2ccccc2)ns1
 : 2	1	3.8	1	3	6	1	-2	-2
> O=C(NCc1ccco1)C1CC(c2ccc(C(F)(F)F)cc2)=NO1 (stereo unspecified)
 : 9	-2	-1.1	3	1	2	8	-1	-2
> COCCN(C(=O)c1cc2c(s1)CCC2)c1c(N)n(CC(C)C)c(=O)[nH]c1=O
 : 0	11	1.7	3	2	-1	-2	9	6
> COc1ccc(S(=O)(=O)NC(=O)C2(C)CCN2C(=O)CCC2CCCC2)cc1OC (stereo unspecified)
 : 1	-8	·	-1	-8	5	0	2	·
> CC(=O)Nc1ccc(NC(=O)C(C)Sc2n[nH]c(=O)n2Cc2ccccc2)cc1 (stereo unspecified)
 : 2	-2	-0.2	-4	-3	-4	-4	13	2
> CCC(C)Sc1nnc(Cc2cc(=O)[nH]c(=O)[nH]2)n1-c1ccc(F)cc1 (stereo unspecified)
 : 0	3	0.8	0	-4	-1	2	2	-4
